Screening data deposited in PubChem by The Scripps Research Institute Molecular Screening Center.
TEAD-YAP block: TEAD-YAP interaction inhibition; HEK-TIYL cells, TEAD-Gal4/YAP UAS-luciferase luminescence; 1.4% of 640,000 active; inhibition, % at 9.12 µM; in the data active = inhibition above about 32%;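 note: 0% = median of test compound wells and 100% = reference inhibitor wells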
GPR151 activ: human GPR151 activation; Q8TDV0; PathHunter beta-arrestin GPR151 cells, luminescence; activation, % at 11.2 µM; 1% of 650,000 active; AID 1508602; in the data active = activation above about 4.9%;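 note: 0% = median of compound wells and 100% = cells with positive control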
Target sequence (Q8TDV0 whole entry, looked up): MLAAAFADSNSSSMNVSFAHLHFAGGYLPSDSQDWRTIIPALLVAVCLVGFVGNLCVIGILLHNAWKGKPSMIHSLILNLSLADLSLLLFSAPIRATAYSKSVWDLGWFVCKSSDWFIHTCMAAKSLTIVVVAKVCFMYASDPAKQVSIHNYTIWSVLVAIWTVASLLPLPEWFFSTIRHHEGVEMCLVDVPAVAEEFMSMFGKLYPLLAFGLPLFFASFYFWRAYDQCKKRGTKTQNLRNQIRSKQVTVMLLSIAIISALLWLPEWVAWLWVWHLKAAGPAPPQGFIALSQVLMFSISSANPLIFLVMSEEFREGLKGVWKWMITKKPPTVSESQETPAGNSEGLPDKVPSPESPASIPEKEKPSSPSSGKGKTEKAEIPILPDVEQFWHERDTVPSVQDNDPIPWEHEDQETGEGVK
MITF primary: human MITF inhibition, primary screen; O75030; AlphaScreen MITF homodimerization, bead proximity signal; inhibition, % at 2.6 µM; 0.91% of 650,000 active; AID 1259374; in the data active = inhibition above about 50%;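 note: 0% = vehicle wells with protein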
FBW7 activator: human FBW7 E3 ligase activation, primary screen; Q969H0; AlphaScreen FBW7–phospho-cyclin E peptide binding, activator screen; normalized activity (activation), % at 26.1 µM; 0.13% of 650,000 active; AID 1259310; in the data active = normalized activity above about 1.9%;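 note: purified mutant Fbw7 with reduced substrate affinity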
Target sequence (Q969H0 whole entry, looked up): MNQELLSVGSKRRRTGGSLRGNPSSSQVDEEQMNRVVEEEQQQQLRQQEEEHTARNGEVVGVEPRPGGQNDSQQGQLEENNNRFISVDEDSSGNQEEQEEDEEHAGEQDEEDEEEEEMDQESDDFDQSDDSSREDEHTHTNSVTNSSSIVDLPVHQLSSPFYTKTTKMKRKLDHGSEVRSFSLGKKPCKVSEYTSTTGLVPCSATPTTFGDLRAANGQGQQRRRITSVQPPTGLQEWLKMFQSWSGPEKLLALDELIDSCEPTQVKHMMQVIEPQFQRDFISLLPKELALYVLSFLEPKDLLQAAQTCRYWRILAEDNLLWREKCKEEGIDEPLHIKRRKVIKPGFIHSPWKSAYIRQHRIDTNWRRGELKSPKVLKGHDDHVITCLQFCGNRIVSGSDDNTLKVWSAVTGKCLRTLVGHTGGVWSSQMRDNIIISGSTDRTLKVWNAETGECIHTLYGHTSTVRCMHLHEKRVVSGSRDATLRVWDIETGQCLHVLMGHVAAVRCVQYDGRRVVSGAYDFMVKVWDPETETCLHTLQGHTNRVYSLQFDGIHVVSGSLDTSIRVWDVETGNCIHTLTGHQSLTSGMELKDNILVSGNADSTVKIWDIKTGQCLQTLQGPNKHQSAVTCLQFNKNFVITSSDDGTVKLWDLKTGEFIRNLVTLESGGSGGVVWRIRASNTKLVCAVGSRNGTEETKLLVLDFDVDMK
Numbers without * were called inactive; nt = no result given.

SMILES	TEAD-YAP block	GPR151 activ	MITF primary	FBW7 activator
O=C(COc1ccc(Cl)cc1)Nc1nc2ccc([N+](=O)[O-])cc2s1	7.5	0.2	-2.1	-0.1
Nc1nc2ccc(SC(F)F)cc2s1	-13.0	-1.3	-2.9	-0.2
O=C(COC(=O)c1ccccc1C(F)(F)F)Nc1c(F)cccc1F	-32.2	0.2	-11.4	0.2
Nc1cccc(S(=O)(=O)NCC2CCCO2)c1 (stereo unspecified)	-4.9	0.0	2.6	0.1
CCOC(=O)C1CCN(C(=O)Cn2ncn3nc(-c4ccco4)cc3c2=O)CC1	0.6	4.4	17.4	0.0
O=C(CSc1nnc(Cc2csc(Nc3ccccc3)n2)o1)NC1CCCC1	-5.3	0.8	20.6	0.0
CC(=O)NS(=O)(=O)c1ccc(NC(=O)NC2CC(=O)N(c3ccc(C)cc3)C2)cc1 (stereo unspecified)	6.6	-0.2	5.7	0.2
Cc1ccc(NCC(=O)N/N=C\C=C\c2ccc(Br)cc2)cc1	2.5	-0.6	-5.5	-0.2
COC(=O)[C@@H]1CCCN1C(=O)CCc1nnc(CCc2ccc(OC)cc2)o1	-25.5	2.0	3.1	-0.2
CCC(C)NC(=O)CCCn1sc2ccccc2c1=O (stereo unspecified)	-1.6	-0.2	0.4	-0.3
COc1ccccc1NC(=O)NC(=O)N(c1ccccc1)S(=O)(=O)c1ccccc1	-11.7	0.9	15.5	-0.1
N#Cc1ccc(/C=N/NC(=O)c2ccc(O)cc2)cc1	-2.0	-1.1	-21.5	0.0
Cc1cc(C)cc(CSCC(=O)Nc2cccc(Cl)c2C)c1	3.3	-0.1	-0.5	0.0
Cn1c(CNC(=O)CN2CCOCC2)nc2ccccc21	-5.1	1.4	-13.4	0.1
C=CCNC(=O)C(=O)NCCC1CCCCN1S(=O)(=O)c1ccc(C)cc1 (stereo unspecified)	-1.8	0.4	-6.8	-0.2
OC1CCC(Nc2ncc(-c3ccccc3-c3ccccc3)n3ccnc23)CC1 (stereo unspecified)	5.7	1.6	5.4	0.0
CCOc1ccccc1-c1nnc(SCC(=O)NC2CCCCC2)o1	10.1	0.4	-7.3	-0.2
CC12CN3CC(C)(CN(C1)C3c1ccccc1F)C2O (stereo unspecified)	7.6	0.7	3.0	0.2
COc1ccccc1OCC(=O)O/N=C(\N)c1cccnc1	-26.8	-0.5	8.6	-0.1
CCOc1ccc(S(=O)(=O)Nc2ccc3c(c2)c2c(n3S(=O)(=O)c3ccc(OCC)cc3)CCCC2=O)cc1	11.5	0.7	-0.2	0.0

Given with values under each structure: 5 of the compounds above
The line under a structure holds: TEAD-YAP block	GPR151 activ	MITF primary	FBW7 activator
O=C(CSc1nnc(Cc2csc(Nc3ccccc3)n2)o1)NC1CCCC1
    -5.3	0.8	20.6	0.0
Cn1c(CNC(=O)CN2CCOCC2)nc2ccccc21
    -5.1	1.4	-13.4	0.1
O=C(COc1ccc(Cl)cc1)Nc1nc2ccc([N+](=O)[O-])cc2s1
    7.5	0.2	-2.1	-0.1
Nc1cccc(S(=O)(=O)NCC2CCCO2)c1 (stereo unspecified)
    -4.9	0.0	2.6	0.1
C=CCNC(=O)C(=O)NCCC1CCCCN1S(=O)(=O)c1ccc(C)cc1 (stereo unspecified)
    -1.8	0.4	-6.8	-0.2

(list continues)
SMILES	TEAD-YAP block	GPR151 activ	MITF primary	FBW7 activator
CC1=NN(c2cccc(C(=O)O)c2)C(=O)/C1=C\c1ccccc1O	-24.8	0.5	56.7*	-1.1
O=S(=O)(NCc1csc(-c2cccs2)n1)c1cccc2nonc12	-2.6	-1.9	24.2	0.5
COc1cc2nc(-c3cccc(C)c3)nc(Nc3ccc(OCCN4CCCCC4)cc3)c2cc1OC	-0.5	-1.4	-6.8	0.2
COc1cccc(CN(CC(=O)NC2CCCC2)C(=O)c2csnn2)c1	-4.9	-0.6	-10.5	-0.3
O=C(C1CCCN(Cc2cccc([N+](=O)[O-])c2)C1)N1CCCCCC1 (stereo unspecified)	5.3	-0.1	69.5*	-0.1
CCN(CC)c1ccc(NC(=O)c2ccc3ccccc3n2)cc1	-25.8	0.1	15.6	-0.3
Cc1ccc(N(CC(=O)Nc2ccccc2C(F)(F)F)S(C)(=O)=O)c(C)c1	2.0	1.3	7.0	-0.1
Cc1cc(OCC(=O)N/N=C/c2ccc([N+](=O)[O-])o2)ccc1Cl	11.9	-0.5	16.1	0.0
COc1cccc(C(=O)OC2CC(C)N(C)CC2C)c1 (stereo unspecified)	-0.6	-1.4	-2.0	0.0
COc1cc(-c2cnc3ccc(NCc4ccco4)nn23)cc(OC)c1OC	-64.0	-0.5	-30.9	0.3
CCOC(=O)CSc1nc2c(c(=O)n(C)c(=O)n2C)n1C	0.4	1.5	7.9	-0.1
c1csc(-c2nc(NC3CC3)c3ncn(-c4ccsc4)c3n2)c1	33.8*	-2.4	9.9	-0.1
O=C(NCc1cccnc1)c1csc(NCc2cccnc2)n1	-4.7	1.9	-0.3	0.0
CCCC(=O)N1CCOc2ccc(CN(CC)Cc3ccncc3)cc2C1	-5.3	2.0	22.7	0.6
Cc1sc2[nH]c(=S)n(C3CCCC3)c(=O)c2c1C	-14.6	-0.7	0.1	0.1
Cn1nc(-c2cccs2)cc1C(=O)NCc1nc2ccccc2[nH]1	4.0	0.8	-5.6	-0.2
CCOc1cc(-c2nc3sc4c(c3c(=O)[nH]2)CCCC4)ccc1OCCOc1cc(C)cc(CC)c1	-3.8	0.9	1.2	-0.1
CCOc1ccc(CN2CCN(C(=O)C(c3ccccc3)c3ccccc3)CC2)cc1	-0.4	0.0	47.8	-0.1
Cc1ccc(/C=N/NC(=O)CC(=O)NCc2cccnc2)cc1	-2.4	0.4	11.7	0.4
O=C(NNC(=S)NCc1ccco1)c1ccccc1I	6.5	-1.2	0.6	-0.1
O=C(Nc1ccc2c(c1)OCCO2)c1cccnc1	-23.8	-1.6	-0.2	-0.2
COc1ccc(C(=O)Nc2c3c(nn2C(C)(C)C)CS(=O)C3)cc1 (stereo unspecified)	-21.1	2.2	-4.5	-0.2
CCC(=O)Nc1ccnc(-c2cccnc2)n1	-0.9	1.5	5.5	-0.1
C=CCc1cccc(OC)c1OCCCNCCO	12.2	0.2	31.6	0.0
Cc1ccc(NC(=O)C23CCC(C)(C(=O)C2)C3(C)C)cc1 (stereo unspecified)	3.7	0.0	3.9	0.0
COc1ccc(-n2nnc(C(C)=O)c2Nc2ccc(C#N)cc2)cc1	-5.7	4.8	-4.2	0.7
COc1ccc(C2C(C(=O)OC(C)C)=C(C)NC3=C2C(=O)CC(C)(C)C3)c(OC)c1 (stereo unspecified)	-3.1	0.7	-7.1	-0.1
CCOC(=O)[C@H](CC(C)C)NC(=O)c1cc(OC)nc(OC)n1	4.7	-0.1	1.1	0.1
CC(C)N(CCNc1nc(Nc2nccc3ccccc23)nc2c1ncn2-c1ccccc1)C(C)C	-1.7	1.2	10.2	0.0
Cc1ccc(-n2c(-c3ccc(Cl)cc3)cn3c4c(=O)n(C)c(=O)n(C)c4nc23)cc1Br	1.0	-0.2	1.1	0.1
CCCNc1ncnc2c1nc(NCCCN1CCCC1=O)n2C(C)C	-19.4	-1.7	8.5	0.2
CC(C)Cn1c(=O)c2sccc2n2c(CCCC(=O)N(C)Cc3ccco3)nnc12	0.5	0.6	9.3	-0.1
COC(=O)C(O)(CC(=O)Nc1ccc(Cl)cc1F)C(F)(F)F (stereo unspecified)	-0.8	0.1	7.3	0.3
CC(C)(C)C(=O)N1CCC(c2nnc(-c3ccccc3)o2)CC1	-10.0	1.7	12.2	0.8
COc1ccc(-c2cc(-c3ccccc3)c(C#N)c(SCS(=O)Cc3ccccc3)n2)cc1 (stereo unspecified)	2.4	2.6	3.7	0.0
CC(C)Oc1cccc(C(=O)Nc2ccc(CN3CCOCC3)cc2)c1	4.4	0.0	16.2	0.0
O=C1OC(c2ccc(I)cc2)=N/C1=C\c1ccc(Br)cc1	7.1	-0.2	10.2	0.0
CCCCN(CC)CCNC(=O)c1nn(-c2ccc(OC)cc2)c(=O)c2ccccc12	-4.1	0.3	11.6	-0.1
Cn1cccc1/C=C(\C#N)c1nc(-c2cccs2)cs1	-21.2	-0.7	18.5	0.3
CC(C)CCC1(C2CCN(Cc3ccccc3)CC2)NC(=O)NC1=O (stereo unspecified)	5.7	-1.4	11.2	0.0

Single values from the results shown:
In GPR151 activ, COc1ccc(-c2cc(-c3ccccc3)c(C#N)c(SCS(=O)Cc3ccccc3)n2)cc1 (stereo unspecified) reads 2.6
In MITF primary, CCOC(=O)[C@H](CC(C)C)NC(=O)c1cc(OC)nc(OC)n1 reads 1.1
In TEAD-YAP block, O=C1OC(c2ccc(I)cc2)=N/C1=C\c1ccc(Br)cc1 reads 7.1
In GPR151 activ, Cc1ccc(-n2c(-c3ccc(Cl)cc3)cn3c4c(=O)n(C)c(=O)n(C)c4nc23)cc1Br reads -0.2

(further entries)
SMILES	TEAD-YAP block	GPR151 activ	MITF primary	FBW7 activator
CSc1ccc(CNc2nc3ccccc3n3cnnc23)cc1	-1.6	-0.5	-4.9	-0.1
CCCCC[C@H](O)/C=C/[C@@H]1[C@H](C/C=C\CCCC(=O)O)[C@@H](O)C[C@H]1O	nt	-0.3	2.4	nt
Cc1ccc(SCC(=O)Nc2ccc(Cl)cn2)cc1	8.4	-1.1	4.5	0.9
O=C(O)COCC(=O)N1CCCC1c1nc(-c2ccc(F)cc2)c2ccccn12 (stereo unspecified)	7.0	0.2	14.1	-0.2
Cc1cccc(C)c1NC(=O)N1C2CCC1CC(O)(c1cccnc1)C2 (stereo unspecified)	10.2	0.0	4.7	0.2
CC1(C)CC(=O)C(C(=O)CC2CC(=O)NC(=O)C2)C(=O)C1	5.8	0.5	3.3	-0.1
O=C1c2ccccc2-c2onc3c(N4CCN(c5cccc(C(F)(F)F)c5)CC4)cc(Nc4ccc5c(c4)OCCO5)c1c23	-1.0	0.2	0.9	0.2
CC(C)Oc1ccc(CC(CC(=O)O)C(=O)O)cc1 (stereo unspecified)	9.0	3.1	3.5	0.0
CCOC(=O)c1sc(=NC(=O)CN2C(=O)c3ccccc3C2=O)n(C)c1C	2.5	-0.2	-2.8	0.0
CC(c1ccccc1)n1cnc2ccccc21 (stereo unspecified)	-0.1	1.3	-6.1	0.1
CCOc1ccc2c(=O)c(Oc3ccccc3Br)coc2c1	-10.2	1.3	-0.8	0.3
COc1ccc(C(=O)Nc2cccc(NC(C)=O)c2)cc1[N+](=O)[O-]	-3.0	0.6	-3.9	-0.1
CC(C)n1c(SCC(=O)O)nc2c1c(=O)[nH]c(=O)n2C	10.6	-0.2	10.6	0.0
O=C(Nc1ccc(F)c(Cl)c1)/C(=C\c1cccc([N+](=O)[O-])c1)NC(=O)c1ccccc1Cl	-7.0	1.6	-3.2	0.1
CCOc1ccc2[nH]c3nc(=S)[nH]nc3c2c1	-18.4	-0.8	8.3	0.9
Cn1c(=O)c2c(ncn2CC(=O)N2C3CCC2CC(c2ccc(F)cc2)C3)n(C)c1=O (stereo unspecified)	7.5	-1.0	-7.1	0.0
Cc1ccc(S(=O)(=O)N2CCN(c3nnnn3-c3ccccc3)CC2)cc1Cl	-1.8	1.2	-9.0	2.2*
CC(C)Oc1cccc(C(=O)Nc2ccc(N3CCCC3)c(Cl)c2)c1	-13.6	-0.9	9.1	-0.5
CN(c1ccc(Cl)cc1)S(=O)(=O)c1ccc2[nH]cc(C(=O)NCCN3CCOCC3)c(=O)c2c1	9.3	-0.9	3.0	0.0
O=C(Nc1cccc(-c2nc3ccccc3s2)c1)c1cccnc1Cl	-56.1	-0.7	19.5	0.2
COc1cccc(C(=O)/C=C\Nc2ccc(S(N)(=O)=O)cc2)c1	-26.1	-6.4	-0.4	0.1
O=C1NC(=Nc2ccc(Br)cc2)SC1Cc1cccc(Cl)c1Cl (stereo unspecified)	-1.1	-0.4	-7.1	0.1
COCCCNC(=O)CSc1nc2ccsc2c(=O)n1CCc1ccc(Cl)cc1	13.3	-0.6	16.7	0.5
N[C@@H](CCCC(=O)O)C(=O)O	-3.9	-1.3	17.1	0.0
CCOC(=O)N/N=C\c1ccc(-c2ccc(Br)cc2)o1	-3.7	2.6	10.5	0.1
CCOP(=O)(CN(C)S(=O)(=O)c1ccc(Br)cc1)OCC	6.5	2.4	2.6	0.0
CCOC(=O)c1sc2ncn(CC(=O)Nc3ccc(CC)cc3)c(=O)c2c1C	10.8	-0.8	0.8	0.6
O=C(NCCC1=CCCCC1)c1cccc(-n2c(=S)[nH]c3cc(Cl)ccc3c2=O)c1	3.5	-0.2	6.9	0.0
COCCn1nnnc1SCC(=O)c1ccccc1	-2.9	-0.1	-0.1	0.7
C(=C1\CCCC2=C1Nc1nnnn1C2c1ccsc1)/c1ccsc1 (stereo unspecified)	-0.6	2.1	9.8	-0.1
COc1ccc(NS(=O)(=O)c2ccc(-n3cccn3)cc2)c(OC)c1	0.8	3.0	7.0	0.7
O=C(Nc1cc([N+](=O)[O-])ccc1Cl)C1CCCO1 (stereo unspecified)	-2.3	0.0	2.6	-0.1
COc1ccc2c(c1)CCC1C2=NN(C(C)=O)C1c1ccc(C)cc1 (stereo unspecified)	-2.3	-1.0	7.7	0.3
COc1ccccc1C(=O)CSc1nnc(NC2CCCCC2)s1	-17.4	-0.6	-0.4	-0.2
CCOC(=O)CN1C(=O)c2ccccc2C1=O	7.0	-0.7	10.5	0.0
N#C/C(=C\c1ccccc1C(F)(F)F)c1nc2ccccc2c(=O)[nH]1	1.5	-0.7	-0.8	-0.2
Cc1ccc(F)cc1NC(=O)C1CCN(c2nnnn2-c2ccccc2)CC1	6.8	0.2	6.5	0.5
CCCCN(CC)Cc1c(C)[nH]c2c(C)cccc2c1=O	0.8	0.0	0.0	-0.3
Cc1ccc(C)n1C(CC(=O)O)c1ccsc1 (stereo unspecified)	4.2	1.3	79.5*	-0.4
